TDP1 inh – TDP1 (human) enzyme inhibition; Potency, µM (highest dose often 130 µM), inactives show at the highest dose activity change, negative = inhibition, usual class: inhibitors; recombinant TDP1, AlphaScreen DNA substrate cleavage; 350,000 compounds, 0.28% hits; AID 485290; Q9NUW8; further: nearly all actives have a fitted effect of over 40% in size
Target sequence (Q9NUW8 whole entry, looked up): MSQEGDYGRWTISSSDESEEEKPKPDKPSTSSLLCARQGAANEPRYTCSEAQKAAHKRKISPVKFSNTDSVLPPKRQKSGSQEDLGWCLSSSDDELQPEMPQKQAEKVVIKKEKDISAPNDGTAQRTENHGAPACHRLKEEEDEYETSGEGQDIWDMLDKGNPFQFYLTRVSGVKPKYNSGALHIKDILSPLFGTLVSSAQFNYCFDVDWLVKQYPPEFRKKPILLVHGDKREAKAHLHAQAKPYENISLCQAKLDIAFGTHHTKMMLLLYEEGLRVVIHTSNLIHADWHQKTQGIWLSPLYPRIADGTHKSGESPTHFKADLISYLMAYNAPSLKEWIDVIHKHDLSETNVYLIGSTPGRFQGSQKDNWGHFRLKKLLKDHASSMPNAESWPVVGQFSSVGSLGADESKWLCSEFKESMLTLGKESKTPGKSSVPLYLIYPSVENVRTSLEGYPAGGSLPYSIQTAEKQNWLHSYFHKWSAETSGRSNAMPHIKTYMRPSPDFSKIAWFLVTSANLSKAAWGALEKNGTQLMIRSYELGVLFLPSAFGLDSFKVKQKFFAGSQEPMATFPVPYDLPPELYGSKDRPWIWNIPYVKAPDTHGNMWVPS
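Compounds were preincubated with Tdp1 (1 nM final) for 15 min at room temperature before substrate (15 nM final) started a 5 min reaction; beads (10 ug/ml final) were then added for 10 min before AlphaScreen detection.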
TDP1 cell noCPT – qHTS for Inhibitors of human tyrosyl-DNA phosphodiesterase 1 (TDP1): qHTS in cells in absence of CPT. DT40 Tdp1-/- hTDP1 cells, no CPT, ATP luminescence, 48 h. Potency, µM (series often up to 46.2 µM), without a hit: at the highest dose activity change, negative = growth inhibition, most hits filed as inhibitors. 420,000 compounds, 15% hits. AID 686978, 2013; further: nearly all actives have a fitted effect of over 55% in size
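Growth kinetics read by CellTiter-Glo luminescence after ≥48 hr at 37 °C. Cells: DT40 Tdp1-/- stably carrying human TDP1, 400 per well, compound exposure in the absence of CPT (DMSO vehicle).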
TDP1 cell CPT – growth inhibition of DT40 Tdp1-/-;hTDP1 cells with camptothecin (screen for TDP1 inhibitors). chicken DT40 Tdp1-/-;hTDP1 cells + 20 nM CPT, ATP luminescence, 48 h. Potency, µM (highest dose often 46.2 µM), without a hit: at the highest dose activity change, negative = growth inhibition, actives largely listed as inhibitors. 420,000 compounds, 12% hits; further: nearly all actives have a fitted effect of over 55% in size
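Cell growth measured by CellTiter-Glo luminescence after a minimum 48 h, 37 C compound exposure with 20 nM CPT in Tdp1-knockout DT40 cells stably expressing hTDP1, seeded 400/well; qHTS titration format.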
* marks the source's active call; other numbers are inactive results; ? = inconclusive; / = not tested or not shown; & = joins results of further samples; [ ] = dose if it differs, or a comment. The call rests on the fitted dose curve; in most records, active means well fitted curve in the direction sought with a large enough effect; inconclusive means small, poorly fitted or top-dose-only effect, or another doubt; inactive means no such curve, though single readings can be large; an effect the other way counts as inactive or inconclusive. On the % scale 0 is the no-effect control and ±100 the full control effect; potency means the concentration at half of the fitted maximal effect.

Values run as follows: TDP1 inh, TDP1 cell noCPT, TDP1 cell CPT
O=S(=O)(Nc1cccc(-c2cn3cccnc3n2)c1)c1ccccc1
→ 3%, ?, ?
S=C(NCc1cccs1)Nc1cccc(Cl)c1Cl
→ 0%, ?, -7%
C/C(=N\S(=O)(=O)c1ccc(C)cc1)N1CCN(S(=O)(=O)c2ccccc2)C1C(C)C (centres undefined)
→ 6%, ?, ?
CN(CC(=O)Nc1ccc(Cl)c(Cl)c1)CC(=O)N1CCCCCC1
→ /, 26µM*, ?
CS(=O)(=O)N(CC(=O)N1CCc2ccccc2C1)c1ccc(Br)cc1
→ /, -23%, 2%
c1ccc(-c2noc(-c3ccc4c(c3)OCO4)n2)cc1
→ -1%, -25%, 3%
CN(Cc1c(F)cccc1Cl)C(=O)CNC(=O)c1ccc2c(c1)OCO2
→ 1%, ?, -13%
CCOc1ccc(NC(=O)c2cc(S(=O)(=O)NC3CCCCCC3)ccc2F)cc1
→ 8%, ?, ?
O=C(OCC(=O)N1CCN(C(=O)c2ccco2)CC1)c1cc(F)c(F)cc1Cl
→ 0%, -20%, -18%
COc1cc(OC)c2ccc(=O)oc2c1C(CCN1CCCC1)c1ccc(N(C)C)cc1 (centres undefined)
→ 17%, ?, 9.2µM*
CCCn1c(N)c(C(=O)CSc2ncnc3sccc23)c(=O)n(C)c1=O
→ -6%, ?, ?
O=CNc1cc(-c2ccsc2)cn2c(-c3ccccc3)cnc12
→ /, 21µM*, 16µM*
C[C@@H]1COC(=O)[C@@H](CC(=O)OC(C)(C)C)C/C=C\C[C@@H](CC(=O)N[C@H](CO)Cc2ccccc2)C(=O)N1
→ 0%, -23%, -15%
COc1ccc(CCNC(=O)c2cccc(S(=O)(=O)N3CCCCC3)c2)cc1
→ 2%, ?, ?
Cc1ccc2cc3c(NC(=O)C(C)C)nn(C)c3nc2c1
→ 1%, -9%, 3%
COc1cccc(C(=O)Nc2nnc(C(C)C)s2)c1
→ -1%, -20%, -2%
Cc1cc(CNC(=O)c2cnn(-c3nccc(-c4cc(C)sc4C)n3)c2C2CC2)on1
→ /, ?, 16µM*
Cc1ccc(N(CC(=O)NCCc2ccccc2)S(=O)(=O)N(C)C)cc1
→ 4%, ?, -20%
Cc1ccc(C(=O)Nc2c(C)n(C)n(-c3ccccc3)c2=O)cc1S(=O)(=O)N1CCOCC1
→ 0%, -10%, -8%
O=C(CN1C(=O)CCC1=O)Nc1ccc(S(=O)(=O)N2CCOCC2)cc1
→ 6%, -2%, ?
O=C(Nc1ccc(S(=O)(=O)N2CCCC2)cc1)c1cc(F)c(F)cc1Cl
→ 0%, ?, ?
C=CCNC(=O)c1sc(-c2ccccc2)nc1C
→ -5%, -2%, 1%
COC(=O)c1nc2n(n1)C(c1cc(OC)ccc1OC)C=C(c1ccc(Br)cc1)N2 (centres undefined)
→ 7%, ?, ?
CCn1cc(C(=O)N2CCN(c3ccccn3)CC2)c(=O)c2cc(S(=O)(=O)N3CCC(C)CC3)ccc21
→ 5%, -20%, -1%
Cc1ccc(C(=O)c2c[nH]c3c(F)cc(F)cc3c2=O)cc1
→ 0%, ?, -8%
COCCCNC(=O)C[C@@H]1C[C@@]2(C(=O)OC)CCCCC=C2N(CCc2ccc(OC)c(OC)c2)C1=O
→ /, ?, -15%
Cc1ccc(OCc2nnc(SCC(=O)N3CCc4ccccc43)n2C)cc1
→ /, -12%, 5%
Cc1cc([N+](=O)[O-])nn1CC(=O)Nc1ccc(Cc2ccncc2)cc1
→ 3%, -26%, -24%
Cc1cccc(OCC(=O)NCCNC(=O)c2ccncc2)c1
→ 1%[0.0935 µM], -5%, 9%
CC(C)=CCC/C(C)=C/CNC(=O)C[C@H]1C[C@H](C(=O)N(C(C)C)C(C)C)[C@@]2(C)c3[nH]c4cc(CCC(=O)N(C)C)ccc4c3CCN2C1=O
→ 3%[56.1 µM], 9.2µM*, 10µM*
CCOc1cc(C2C(C(=O)c3ccco3)=C(O)C(=O)N2Cc2ccccc2)ccc1O (centres undefined)
→ /, -11%, 5%
C=C1CCN([C@H](C(=O)NCc2ccco2)C(C)C)S(=O)(=O)c2ccccc21
→ /, -18%, -16%
COc1ccc(C(=O)COC(=O)CN2CC(=O)Oc3ccccc32)cc1Br
→ ?, ?, ?
N#Cc1ccccc1NC(=O)CN1C(=O)NC2(CCCC2)C1=O
→ -9%, -3%, 4%
O=C(N/N=C/c1ccc(N2CCOCC2)o1)c1ccccc1[N+](=O)[O-]
→ 5%, ?, 0%
Cc1ccc(OCc2ccc(C(=O)O)o2)cc1C
→ /, 22%, -14%
Cc1ccc(N(C(=O)c2csnn2)C(C(=O)NC2CCCCC2)c2ccncc2)c(C)c1 (centres undefined)
→ 8%, -27%, -3%
Cc1nn(Cc2noc(C(=O)NCc3ccccn3)n2)c(C)c1Br
→ 1%, 9%, 3%
CC(C)=CCC[C@H](C)C[C@@H]1CC2=C(C(=O)OC(C)(C)O2)[C@H](c2ccc(Cl)cc2)O1
→ /, ?, ?
S=C(NCCCc1ccccc1)NCc1ccccc1
→ 4%, ?, 2%
CC(O)c1cccc(NC(=O)C2CCCCC2)c1 (centres undefined)
→ -3%, -5%, 10%
CN(C(=O)c1ccccc1)c1nc2ccccc2s1
→ 4%, ?, 0%
CC1CCN(S(=O)(=O)c2ccc3c(c2)N(CC(=O)NCCCN2CCCCC2C)C(=O)CS3)CC1 (centres undefined)
→ 3%&0%, 2%&-5%, 7%&-20%
CCOC(=O)C1C(c2ccccc2)N(C)OC1(O)C(F)(F)F (centres undefined)
→ -3%, 7%, 9%
CCOC(=O)c1nc(C)sc1-c1ccnn1S(=O)(=O)c1ccccc1C(F)(F)F
→ 0%, -28%, -1%
O=C(NC1CC1)c1ccc(Cn2c(SCc3cccc(F)c3)nc3cccnc32)cc1
→ 5%, 8.2µM*, ?
CCCCC[C@@H](C)N1C[C@H](COCc2ccccc2)Oc2cc(N3CC[C@@H](O)C3)ccc2S1(=O)=O
→ /, 21µM*, ?
COC(=O)c1cc2sccc2n1Cc1c(C)cc(C)cc1C
→ 6%, ?, 2%
O=C(N/C=C/c1ccco1)Nc1cccc(Cl)c1
→ -8%, ?, -20%
CCCCCCn1nc(C(=O)OCC(=O)c2c(N)n(C)c(=O)n(C)c2=O)c2ccccc2c1=O
→ 6%, 18µM*, 21µM*
S=c1[nH]nc(-c2cc(-c3ccccc3)n[nH]2)n1/N=C/c1ccc(Cl)cc1
→ -1%, -24%, -23%
O=C(NCCCn1ccnc1)/C(=C/c1ccco1)NC(=O)c1cccs1
→ 2%, 6%, 21%
Cc1nc(C(F)(F)F)ccc1C(=O)Nc1ccccc1F
→ 0%, -4%, 12%
COc1ccccc1C(=O)NC(=O)COC(=O)c1nc2nc(C)cc(C)n2n1
→ /, 0%, -13%
CC(=O)C1C(C)CC2C3CCC4CC(=O)CCC4(C)C3CCC21C (centres undefined)
→ /, 21µM*, ?
CCn1cnc2cc(NCc3nc4ccccc4n3Cc3ccccc3)ccc21
→ 8%, ?, 15µM*
C=C1NN(Cc2ccccc2)C(=O)N1c1ccc(OC)cc1
→ /, -17%, 8%
CC(=O)N1CCN(c2ccc(NC(=O)c3ccc(Cl)c([N+](=O)[O-])c3)cc2)CC1
→ /, -15%, ?
COc1ccccc1CN1CC2(CCN(C(=O)c3cc(C(F)(F)F)cc(C(F)(F)F)c3)CC2)C1
→ /, ?, 3%
O=S1(=O)N[C@@H](Cc2ccccc2)COc2cc(N3CCC[C@@H]3CO)ccc21
→ /, 16µM*, ?

An excerpt of these results, field by field:
CCCCC[C@@H](C)N1C[C@H](COCc2ccccc2)Oc2cc(N3CC[C@@H](O)C3)ccc2S1(=O)=O
  TDP1 inh: / | TDP1 cell noCPT: 21µM* | TDP1 cell CPT: ?

CN(CC(=O)Nc1ccc(Cl)c(Cl)c1)CC(=O)N1CCCCCC1
  TDP1 inh: / | TDP1 cell noCPT: 26µM* | TDP1 cell CPT: ?

COc1cccc(C(=O)Nc2nnc(C(C)C)s2)c1
  TDP1 inh: -1% | TDP1 cell noCPT: -20% | TDP1 cell CPT: -2%

Following part.
Values run as follows: TDP1 inh, TDP1 cell noCPT, TDP1 cell CPT
COc1cccc(NC(=S)NNC(=O)c2ccccc2OC(F)F)c1
→ 8%, ?, ?
COC(=O)CCCC1=CC2=C(c3ccccc3)C(=O)C(C)(OC(=O)C3CCCC3)C(=O)C2=CN1CCc1c[nH]c2ccccc12 (centres undefined)
→ 6%[12.3 µM], ?, ?
Cc1cccc(-n2cnc(C(=O)NNC(=S)Nc3ccccc3)c2)n1
→ 8%, 23µM*, ?
COc1ccc(C2C(C#N)=C(N)Oc3cc(C)[nH]c(=O)c32)cc1OC (centres undefined)
→ /, -1%, 1%
CC/C(=N/Nc1ccc(Cl)cc1)c1cnnc(SC)n1
→ 1%, -16%, 3%
CC(C)(C)c1ccc(C(=O)Nc2ccc(O)c3c(=O)cc(-c4ccccc4Cl)oc23)cc1
→ 4%, ?, ?
CCOc1ccc(NC(=O)C(=O)NCC2CCCN2CC)cc1 (centres undefined)
→ 2%, 7%, 4%
CCOc1ccc(-c2nnc(N)o2)cc1
→ 0%, -1%, -11%
COc1ccc(O)c(C(=O)c2cnc3c(c2)c(C)nn3CCO)c1
→ 0%, 2%, 15%
CC1Cc2ccccc2N1C(=O)CSc1nc(-c2ccccc2)cs1 (centres undefined)
→ 1%, 26µM*, ?
CC(=O)N(c1nnc(-c2ccc(C)cc2)s1)C1CCCC1
→ 1%, ?, ?
CCC(=O)N1CCCC1(C)C(=O)Nc1ccc2scnc2c1 (centres undefined)
→ /, -2%, -12%
CCOC(=O)c1c(NC(=O)C2CC=CCC2C(=O)O)sc(C)c1CC (centres undefined)
→ 2%, ?, ?
CCC(C)(C)NC(=O)C(c1ccc(OC)cc1)N(C(=O)CCC(=O)Nc1cc(C)on1)c1cccc(F)c1 (centres undefined)
→ 3%, ?, ?
CC(C)CCNC(=O)CCn1c(=O)c2cccn2c2cccnc21
→ 0%, -16%, 8%
CCOC(=O)c1cc(-c2ccccc2)n(CC(=O)Nc2ccc(OC)cc2)c1C
→ -1%, ?, -29%
Cc1ccc(OCC(=O)NN2C(=O)c3ccccc3C2=O)cc1
→ 1%, 11%, 2%
Cc1ccc(-c2nc3c(c(=O)[nH]c(=O)n3Cc3ccccc3)n2Cc2ccccc2)o1
→ 5%, ?, ?
COc1cccc(N2CCN(C(=O)C3CCN(S(=O)(=O)c4cn(C)cn4)CC3)CC2)c1
→ 1%, -9%, -2%
CCOC(=O)Cn1c(=N)n(CCOc2cccc(C)c2)c2ccccc21
→ 8%, -22%, ?

Whole records, looked up by structure.
Cc1ccc(OCc2nnc(SCC(=O)N3CCc4ccccc43)n2C)cc1 is entered as TDP1 inh: /; TDP1 cell noCPT: -12%; TDP1 cell CPT: 5%
Cc1cccc(OCC(=O)NCCNC(=O)c2ccncc2)c1 is entered as TDP1 inh: 1%[0.0935 µM]; TDP1 cell noCPT: -5%; TDP1 cell CPT: 9%

The results go on:
Values run as follows: TDP1 inh, TDP1 cell noCPT, TDP1 cell CPT
CCOC(=O)c1sc(C)c(C(=O)NCCCN2CCOCC2)c1N
→ -5%, 0%, 2%
CC(C)C1C(c2ccccc2)NC(c2ccccc2)CC1(O)c1ccc(F)cc1 (centres undefined)
→ /, 15µM*, ?
O=C(c1cn(-c2ccccc2)nc1-c1ccncc1)N1CCCCC1
→ 3%, -13%, -17%
CCOC(=O)CN(c1sc(C)c(C)c1C(=O)OCC)S(=O)(=O)c1ccc(C)cc1
→ /, 15µM*, ?
C[C@H](NC(=O)c1ccco1)C(=O)Nc1nc(-c2ccccn2)cs1
→ /, 13µM*, ?
CCCCN(CC)c1nc(-c2ccccc2F)nc2ccccc12
→ -9%, ?, ?
c1ccc2nc(-c3ccc4c(c3)OCO4)ccc2c1
→ 5%, ?, -21%
Cc1ccc(NC(=O)C2CCCN(S(=O)(=O)c3cccc4cccnc34)C2)c(Br)c1 (centres undefined)
→ 5%, ?, ?
Cc1cc(C(C)(C)C)cc(S(=O)(=O)NCC(=O)O)c1C
→ -2%, -10%, 16%
COC(=O)c1ccc(C(=O)Nc2ccc(N)cc2N)cc1
→ 5%, -22%, ?
Cc1cc2c(SCC(=O)Nc3cccc(O)c3)ncnc2s1
→ /, -10%, 10%
CCC/C(=N\NC(=O)c1ccccc1C)c1ccccc1
→ 0%, ?, -21%
O=C(CCN1CCCCO1)N1CCCC(N2CCN(c3ccc(F)cc3)CC2)C1 (centres undefined)
→ 3%, 12%, -2%
CN(C)C=Nc1nonc1N
→ -1%, -19%, ?

Bioassay records deposited in PubChem by National Center for Advancing Translational Sciences (NCATS).
